Compound activity: PubChem, National Center for Advancing Translational Sciences (NCATS)
BLM inh – qHTS Assay for Inhibitors of Bloom's syndrome helicase (BLM) | AID 2528, 2010 | Potency, µM (highest dose often 56.1 µM), inactives show at the top dose activity change, negative = inhibition, usual class: inhibitors | actives 0.2% (n = 350,000) | recombinant BLM DNA unwinding, fluorescence dequenching;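 note: potency is the fitted concentration of half-maximal effect; plate controls were vehicle for no effect and no enzyme for full effect; nearly all actives have a fitted effect of over 35% in size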
12-LOX inh – Primary qHTS assay for inhibitors of human arachidonate 12S-lipoxygenase (ALOX12): Round 2 | purified 12hLO, xylenol orange hydroperoxide absorbance | actives 1.1% (n = 580,000) | AID 1671190, 2021 | Polyunsaturated fatty acid lipoxygenase ALOX12 (Homo sapiens), P18054 | Potency, µM (highest dose often 108 µM), for the others: at the top dose activity change, negative = inhibition, usual class: inhibitors; note: potency is the fitted concentration of half-maximal effect; % is set by controls: 0 for no effect and ±100 for the full control effect
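Purified human 12hLO at 150 nM in 25 mM Hepes, 0.01% Triton X-100, pH 7.0, preincubated 15 min at room temperature with compound. Reaction started with 40 uM arachidonic acid, 30 min at room temperature. Hydroperoxide measured by Fe-xylenol orange, 573/405 nm absorbance ratio.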
ERG Ets-DNA blk – qHTS for Small Molecule Inhibitors of the ERG Ets/DNA interaction. fluorescence polarization, His-ERG Ets domain / labelled DNA. Potency, µM (series often up to 76.9 µM), for inactives: top-dose FP activity, negative = inhibition, usual class: inhibitors. AID 624246, 2012. actives 0.028% (n = 370,000). Transcriptional regulator ERG (Homo sapiens), P11308; active = well fitted inhibition curve with a large enough effect in the polarisation, with a control signal flat; inconclusive = small, poorly fitted or top-dose-only effect, or effect the other way, or a change in a side signal; inactive = no such curve, though single readings can be large or run the other way; the % refers to the polarisation;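 note: polarization taken with two DNA probes labelled with fluorescein and Texas red; potency is the fitted concentration of half-maximal effect; % of control where 0% means no effect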
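His-tagged ERG Ets domain (1 uM in the protein solution; 300mM KCl, 50mM Tris-HCl, 1mM EDTA, 1mM DTT, pH 7.5) received compound, then a probe mix of 5 nM fluorescein-DNA and 100nM Texas-615-DNA. Fluorescence polarization was read for both dyes.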
Pol kappa inh – qHTS for Inhibitors of Polymerase Kappa; purified Pol kappa, fluorescent DNA synthesis assay, 10 min; DNA polymerase kappa (Homo sapiens), Q9UBT6; Potency, µM (top dose mostly 107 µM), without a hit: top-dose activity, negative = inhibition, hits mostly inhibitors; actives 0.53% (n = 400,000); note: potency is the fitted concentration of half-maximal effect; % is set by controls: 0 for no effect and ±100 for the full control effect
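Kinetic fluorescence screen: compound preincubated 15 min RT with 10 nM enzyme; 50 nM substrate (final) initiates; reads at 0/10 min.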
TRHR agonist – qHTS for Small Molecule Agonists and Allosteric Enhancers of Human TRH Receptor: Primary Screen for Agonists; actives 0.18% (n = 360,000); AID 493084, 2011; TRHR cells, calcium flux fluo-8, FDSS agonist mode; activation, % at 2 µM; in the data active = activation above about 30%; note: 0% is about no effect
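TRHR-expressing cells, plated overnight in medium with 10% serum, were loaded with fluo-8 calcium dye at room temperature. After a 10 s baseline, library compound was pin-added and calcium release was recorded kinetically (ex 480/em 530) as agonist response.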
APEX1 inh – qHTS Assay for Inhibitors of the Human Apurinic/apyrimidinic Endonuclease 1 (APE1); AID 2517, 2012; actives 0.35% (n = 350,000); Potency, µM (titrated, usually from 65.8 µM), for inactives: at the highest dose activity change, negative = inhibition, hits mostly inhibitors; recombinant APE1, TAMRA/BHQ-2 abasic DNA cleavage fluorescence; DNA repair nuclease/redox regulator APEX1 (Homo sapiens), P27695;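 note: potency is the fitted concentration of half-maximal effect; plate controls were vehicle for no effect and reference inhibitor for full effect; nearly all actives have a fitted effect of over 55% in size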
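Quantitative HTS: incision of a TAMRA/BHQ-2 double-stranded substrate bearing a tetrahydrofuran abasic site by 0.75 nM APE1 raises fluorescence. Substrate 50 nM final, added after 15 min compound preincubation at room temperature; progress as third-minus-first kinetic read difference.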
Apoferritin bind – qHTS Assay for Identification of Novel General Anesthetics | AID 485281, 2010 | Potency, µM (top dose mostly 77.5 µM), for the others: at the highest dose activity change, negative = displacement, hits mostly inhibitors | apoferritin/1-aminoanthracene competitive binding, fluorescence | Ferritin light chain (Equus caballus), P02791 | actives 0.074% (n = 350,000); note: potency is the fitted concentration of half-maximal effect; % is set by controls: 0 for no effect and ±100 for the full control effect; nearly all actives have a fitted effect of over 20% in size
Target sequence (P02791 2-175 limits assumed): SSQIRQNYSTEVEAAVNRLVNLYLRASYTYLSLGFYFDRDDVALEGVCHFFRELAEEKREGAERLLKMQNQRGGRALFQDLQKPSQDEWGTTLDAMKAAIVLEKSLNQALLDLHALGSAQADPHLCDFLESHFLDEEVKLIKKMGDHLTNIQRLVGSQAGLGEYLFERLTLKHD
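Read-out: endpoint 1-AMA fluorescence, excitation 380 nm and emission 535 nm, after compounds sit 10 min at room temperature with 10 uM horse-spleen apoferritin in 50% saturated 1-AMA/PBS. Values come from four-parameter Hill fits.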
POLB inh – qHTS Assay for Inhibitors of DNA Polymerase Beta. P06746. Pol beta primer extension/strand displacement, fluorescence kinetic. Potency, µM (doses to about 114 µM), without a hit: top-dose activity change, negative = inhibition, most hits filed as inhibitors. actives 1.3% (n = 340,000); note: potency is the fitted concentration of half-maximal effect; % is set by controls: 0 for no effect and ±100 for the full control effect
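Human Pol beta at 10 nM; strand-displacement substrate 50 nM final. Compound exposure 15 min at room temperature before start, reaction 10 min at room temperature.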
POLI inh – qHTS for Inhibitors of Polymerase Iota. Pol iota fluorescent replication assay, 10 min. Potency, µM (highest dose often 115 µM), without a hit: top-dose activity, negative = inhibition, actives largely listed as inhibitors. AID 588590, 2011. actives 1% (n = 390,000); note: potency is the fitted concentration of half-maximal effect
Target sequence (Q9UNA4 whole entry, looked up): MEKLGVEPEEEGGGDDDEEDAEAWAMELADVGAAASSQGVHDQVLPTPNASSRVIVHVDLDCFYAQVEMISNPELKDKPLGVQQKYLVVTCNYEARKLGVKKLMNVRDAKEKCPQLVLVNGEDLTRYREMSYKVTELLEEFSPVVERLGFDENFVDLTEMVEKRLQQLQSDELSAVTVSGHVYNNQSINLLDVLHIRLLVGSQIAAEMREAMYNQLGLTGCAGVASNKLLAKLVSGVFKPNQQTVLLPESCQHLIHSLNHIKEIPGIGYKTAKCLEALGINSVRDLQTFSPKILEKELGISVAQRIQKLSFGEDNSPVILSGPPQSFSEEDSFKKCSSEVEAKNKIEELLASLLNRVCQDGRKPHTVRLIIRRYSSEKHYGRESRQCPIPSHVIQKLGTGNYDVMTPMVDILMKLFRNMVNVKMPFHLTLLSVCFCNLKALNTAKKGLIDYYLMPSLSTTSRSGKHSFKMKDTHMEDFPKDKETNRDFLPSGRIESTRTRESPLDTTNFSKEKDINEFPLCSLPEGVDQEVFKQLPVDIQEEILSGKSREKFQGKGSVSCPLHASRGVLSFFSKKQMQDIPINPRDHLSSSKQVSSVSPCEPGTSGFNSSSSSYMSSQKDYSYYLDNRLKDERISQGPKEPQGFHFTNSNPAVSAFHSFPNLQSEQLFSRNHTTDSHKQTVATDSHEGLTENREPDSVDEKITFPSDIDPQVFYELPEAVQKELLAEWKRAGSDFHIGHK
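Fluorescent replication assay read twice, at 0 min and 10 min after adding 50 nM (final) substrate. Enzyme (10 nM) and compounds were first incubated 15 min at room temperature; enzyme-free buffer wells were negative controls.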
The depositor's hits bear a star; ? = inconclusive; nt = not tested or not shown; & = joins results of further samples; [ ] = dose if it differs, or a comment. Unless noted, calls come from the whole dose curve; as a rule, active = well fitted curve in the direction sought with a large enough effect; inconclusive = small, poorly fitted or top-dose-only effect, or another doubt; inactive = no such curve, though single readings can be large; an effect the other way counts as inactive or inconclusive.

SMILES | BLM inh | 12-LOX inh | ERG Ets-DNA blk | Pol kappa inh | TRHR agonist | APEX1 inh | Apoferritin bind | POLB inh | POLI inh
CN1CCN(Cc2nc(-c3cccs3)no2)CC1c1ccccc1 (centres undefined) | 4.4% | -2.0% | 16.0% | 4.1% | 0.0 | -2.6% | -15.5% | -5.8% | 19.5%
N/C(=N\OC(=O)CCc1ccccc1)c1ccc(Br)cc1 | -2.1% | 7.1%[57.4 µM] | nt | -6.5% | 0.2 | -2.6% | -15.2% | 9.0% | 7.6%
CCC(=O)c1ccc(O)cc1 | -2.8%&4.7% | -10.2% | -4.5% | -13.2% | 0.6 | 17.4% | 0.5% | 23.2% | 17.0%
COc1cc(OC)cc(N2C(=O)N(CC(=O)c3ccc(F)cc3)c3ccccc3S2(=O)=O)c1 | -1.7% | -2.0% | 1.4% | 4.1%[60.1 µM] | 0.7 | nt | -2.6% | -1.5% | 34.3%[activator]
COCCCNc1oc(-c2ccc(COc3ccc(Cl)cc3)o2)nc1C#N | -9.6% | -11.7% | 0.6% | -6.0% | -0.1 | nt | 81.1%[activator] | -4.1% | 9.8%
Cc1[nH]n(-c2ccc([N+](=O)[O-])cc2)c(=O)c1C=NCCc1c(C)[nH]c2ccccc12 | 0.5% | -19.4% | 10.4% | -15.6% | -0.7 | ? | 4.3% | -3.6% | -4.9%
COC(=O)c1ccc(/C=C(\C#N)c2nc3ccccc3s2)cc1 | -7.0% | ? | 0.7% | -6.6% | 15.3 | -5.4% | -17.5% | 7.5% | -5.2%
Cn1nc(C(F)(F)F)c(-c2ccc(F)cc2)c1NC(=O)c1cccnc1 | -1.6% | ? | -5.4% | -14.6% | 0.5 | 1.1% | -6.4% | 3.6% | ?
COc1cccc(-c2ccc(=O)n(CC(=O)Nc3ccc(C(=O)N4CCCC4)cc3)n2)c1 | -3.6% | 13.6% | 1.8% | 2.0% | 0.1 | 1.0% | ? | 28.2% | -4.7%
Cc1ccccc1-n1c(SCc2cc(=O)n3ccccc3n2)nc2[nH]ncc2c1=O | 1.7% | 435.5%[activator] | 8.5% | -1.0% | -0.5 | ? | -13.9% | 12.5% | 8.3%
COc1ccc(C(=O)NC2(C(F)(F)F)C(=O)NC(C)=C2C#N)cc1 (centres undefined) | 2.9% | -12.1% | -1.4% | -12.9% | 0.2 | nt | 0.0% | 47.7%[activator] | 13.8%
COC(=O)CN1C(=O)CC(C)(C)S(=O)c2ccccc21 (centres undefined) | 0.5% | -18.9% | 4.4% | 0.1% | 0.4 | -1.4% | -2.9% | 8.8% | 6.8%

Just BLM inh, for some of the entries so far:
molecule	BLM inh
COc1cccc(-c2ccc(=O)n(CC(=O)Nc3ccc(C(=O)N4CCCC4)cc3)n2)c1	-3.6%
COC(=O)c1ccc(/C=C(\C#N)c2nc3ccccc3s2)cc1	-7.0%

Remaining list, next part
SMILES | BLM inh | 12-LOX inh | ERG Ets-DNA blk | Pol kappa inh | TRHR agonist | APEX1 inh | Apoferritin bind | POLB inh | POLI inh
CCOc1ccccc1NC(=O)CN1C(=O)COc2ccccc21 | -4.3% | 0.0% | -2.9% | 2.1% | 1.1 | 24.3% | -9.5% | -0.3% | 33.8%[activator]
Cc1nnc2ccc(-c3cccc(NC(=O)Cc4cccs4)c3)nn12 | -12.7% | 10.4% | 4.7% | ? | 0.1 | 3.0% | 58.9%[activator] | 12.6µM* | 35.5µM*
CCCn1cnnc1CNC(=O)C1CCC(=O)N(CCCc2ccccc2)C1 (centres undefined) | 1.1% | 0.1% | -3.6% | -5.7% | 0.0 | 25.0% | -0.3% | 2.7% | -7.1%
CC(=O)c1cccc(NC(=O)c2ccc(N(C)S(C)(=O)=O)cc2)c1 | -2.6% | 0.0% | 0.9% | -15.8% | 0.2 | 0.8% | -2.2% | 2.4% | 6.1%
COCCN1C(=O)c2[nH]nc(-c3cc(C)ccc3O)c2C1c1ccc(C(C)C)cc1 (centres undefined) | -7.1% | -23.9% | 4.4% | 0.0% | -0.5 | nt | ? | -1.0% | -0.8%
COc1ccc(N2CCN(S(=O)(=O)CCNC(=O)c3ccco3)CC2)cc1 | nt | -6.5% | 19.2% | -16.5% | -0.2 | -3.6% | nt | nt | 7.7%
O=c1c2ccccc2nc(-c2cccs2)n1-c1cccc2ccccc12 | -6.2% | -21.0% | 4.5% | -11.0% | -0.6 | 17.8% | -11.7% | 2.4% | 4.4%
C=CCOn1c(=O)c(-c2ccc(Br)cc2)[n+]([O-])c2ccccc21 | -1.7% | 3.2% | -5.7% | -0.5% | -0.2 | 11.4% | -9.6% | 5.0% | -5.0%
c1ccc(NC2=NCCN2CC2CCCCCC2)cc1 | nt | -15.8% | 6.2% | -0.1% | 0.1 | 35.8% | nt | nt | ?
CCn1c(CC(=O)Nc2ccccc2)nnc1SCC(=O)N1CCOCC1 | -3.1% | -1.1% | -4.3% | -13.6% | 0.5 | 14.3% | 0.0% | -1.1% | -5.9%
COc1ccc(C(=O)Nc2cc3c4c(c2)CC(=O)N4CCC3)cc1 | nt | ? | -3.1% | -6.9% | -0.3 | -10.4% | nt | nt | 1.9%
CCOc1ccc(/C=C/C(=O)Nc2sc3c(c2C(=O)OC)C(C(=O)OC)CC3)cc1 (centres undefined) | -6.9% | -5.2% | 14.2% | -7.8% | -0.2 | nt | 126.5%[activator] | 35.2% | ?
CC(C)c1ccc(NC(=O)C2CCN(S(=O)(=O)c3ccc4c(c3)NC(=O)CO4)CC2)cc1 | -2.1% | -0.2% | 0.4% | -6.5% | 0.1 | 36.9%[activator] | -20.5% | 4.9% | 2.3%
c1ccc(-n2nnnc2OCCOc2nnnn2-c2ccccc2)cc1 | -6.4% | 8.8% | nt | -2.2% | -0.1 | 6.7% | -7.7% | 23.2% | 17.8%
NC1=NC(=O)C2(COC(c3ccccc3Cl)OC2)S1 (centres undefined) | -8.7% | -16.1% | -0.2% | -13.3% | -0.2 | -5.4% | -9.3% | 42.0% | 21.7%
Cc1ccc(-n2c3c(cc(-c4nc(-c5ccc(Cl)cc5)cs4)c2=O)C(=O)CC(C)(C)C3)cc1C | -2.9% | -25.6% | -2.2% | -7.3% | 1.3 | nt | 5.1% | -14.9% | 31.5%[activator]
N=c1oc2cc(O)ccc2cc1C(=O)Nc1ccccn1 | -10.0% | nt | nt | nt | 4.9 | -10.7% | 905.2%[activator] | ? | nt
COc1cc(C(=O)NCc2nnc(SCC(=O)c3ccc(Cl)cc3)o2)cc(OC)c1OC | -3.1% | -27.9% | -2.3% | -14.7% | -1.0 | 18.9% | ? | 5.4% | 4.0%
Cc1ccc(C)c(SCC(=O)NC2CCS(=O)(=O)C2)c1 (centres undefined) | nt | -5.4% | 3.1% | -1.3% | 0.0 | -6.0% | nt | nt | 65.9%[activator]
Cc1ccc(CSc2nnc(-c3cccs3)n2C)cc1 | 3.1% | -9.1% | nt | -6.1%[60.1 µM] | -0.4 | -11.2% | -3.2% | -0.5% | 18.3%
CC1(C)SCC2C(=O)N3C(CSC3(C)C)C(=O)N21 (centres undefined) | 4.0% | 8.7% | 6.4% | 8.4% | 0.6 | 5.7% | -5.2% | 1.4% | 18.6%
CSc1nc(C)c(CCOC(=O)c2cccc(Cl)c2)c(=O)[nH]1 | -2.2% | -12.6% | 8.9% | -10.7% | nt | 11.5% | -5.0% | -1.9% | 8.0%
CC(=O)Nc1ccc(NC(=O)c2ccccc2S(=O)(=O)c2ccc([N+](=O)[O-])cc2)cc1 | -1.0% | -19.1% | -4.4% | 0.6%[60.1 µM] | -0.3 | -1.1% | -5.9% | -16.6% | 10.9%
COc1cccc(NC(=O)Cc2nnc(SCCOc3ccccc3)n2C)c1 | -4.2% | ? | -0.6% | -23.5% | -0.7 | -2.1% | -3.4% | -23.2% | 3.6%
CCCCCOC(=O)Cn1c(=O)oc2ccc(C)cc21 | -1.5% | -10.9% | -10.1% | -12.0% | -1.2 | 22.6% | -12.6% | -0.9% | 4.8%
CON(c1nc(Cl)nc(N(C)C)n1)S(=O)(=O)c1ccccc1Cl | -2.2% | 7.2% | 12.5% | 6.5% | -0.9 | -7.4% | -13.4% | 23.3% | -0.2%
Cn1c2c(c(=O)c3ccccc31)CCCC2 | -3.9% | 8.1% | -2.0% | -2.0% | -0.9 | -5.9% | 0.3% | -9.9% | 113.6%[activator]
CCc1nc2ccc(C(=O)NCCc3ccccc3OC)cc2nc1CC | -0.2%&0.7% | ? | 7.8%&-12.1% | 6.1% | 1.4&-0.4 | 44.7% | -0.4%&8.5% | -14.6%&-6.2% | 35.4%&13.1%[activator]
NC(N)=NS(=O)(=O)c1ccc(NC(=S)NC(=O)c2ccc3c(c2)OCO3)cc1 | -15.4% | -16.6% | 1.0% | 8.8% | -0.3 | 7.6% | -9.0% | 27.7% | 11.0%

The list is partial; count on the stated rates, not on these rows.
